RGS8-Gao: RGS8-Galphao binding modulators, primary screen, biochemical, multiplexed bead flow cytometry | Guanine nucleotide-binding protein G(o) subunit alpha (Homo sapiens), P09471 | actives lie on both sides | response (percent of control binding), % at 10 µM | 0.34% of 220,000 active; in the data active = response below about 60% or above about 140%; inactive = in between;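 also: Galphao activated as the GDP aluminium fluoride complex binding bead-coupled RGS8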
ABCB1 block: ABCB1 efflux pump inhibitors, primary screen, cell-based, multiplex, flow cytometry, ABCG2 counter-screen | CCRF-Adr cells, JC-1 efflux | inhibition, % at 6.6 µM | 0.067% of 190,000 active | AID 1326, 2008; in the data active = inhibition above about 40%;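 also: 0% = vehicle and 100% = reference inhibitor; higher value means more JC-1 retained so stronger ABCB1 efflux block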
ABCG2 block: ABCG2 efflux pump inhibitors, primary screen, multiplex with ABCB1, IgMXP3 cells, flow cytometry | inhibition, % at 6.6 µM | Broad substrate specificity ATP-binding cassette transporter ABCG2 (Homo sapiens), Q9UNQ0 | JC-1 efflux | AID 1325, 2008 | 0.1% of 190,000 active;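 active = inhibition above 80%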;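 also: 0% = DMSO and 100% = nicardipine control wells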
Target sequence (Q9UNQ0 whole entry, looked up): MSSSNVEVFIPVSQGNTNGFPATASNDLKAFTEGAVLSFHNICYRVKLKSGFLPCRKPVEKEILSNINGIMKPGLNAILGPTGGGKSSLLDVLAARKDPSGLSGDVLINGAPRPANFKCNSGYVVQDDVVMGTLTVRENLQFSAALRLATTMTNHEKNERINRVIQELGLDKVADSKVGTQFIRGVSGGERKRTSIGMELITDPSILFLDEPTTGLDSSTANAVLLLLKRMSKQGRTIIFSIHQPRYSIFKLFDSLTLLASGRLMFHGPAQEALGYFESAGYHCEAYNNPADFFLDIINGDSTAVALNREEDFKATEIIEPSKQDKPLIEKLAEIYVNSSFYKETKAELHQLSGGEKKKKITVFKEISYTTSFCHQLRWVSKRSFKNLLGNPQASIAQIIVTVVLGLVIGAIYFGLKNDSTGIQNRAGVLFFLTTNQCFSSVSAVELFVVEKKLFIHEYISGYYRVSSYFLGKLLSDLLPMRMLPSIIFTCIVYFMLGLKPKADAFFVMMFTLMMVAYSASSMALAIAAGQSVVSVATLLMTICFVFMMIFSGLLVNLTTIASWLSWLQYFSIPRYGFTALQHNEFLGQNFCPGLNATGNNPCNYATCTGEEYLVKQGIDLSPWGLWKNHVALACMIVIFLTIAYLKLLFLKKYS
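Test system: IgMXP3 (ABCG2) plus far-red-tagged CCRF-Adr (ABCB1) cells / Amount: 3 million cells/mL in well / Reagent: JC-1 transporter substrate / Timing: 10 min compound exposure, 25 °C / Signal: flow cytometry, 530 nm JC-1 signal / Read-out: percent efflux inhibition, scaled nicardipine 100% to DMSO 0% / Benchmarks: nicardipine as high control, DMSO as low control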
Bim-Bcl-W: inhibitors of Bim binding to Bcl-W, primary screen, biochemical, multiplexed, bead-based flow cytometry; Bim peptide-Bcl-W binding; inhibition, % at 10 µM; 0.02% of 190,000 active; AID 952, 2007;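 also: 0% = bound tracer without compound and 100% = peptide blocker; higher means less fluorescent Bim peptide bound to Bcl-W beads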
Target sequence (Q92843 whole entry, looked up): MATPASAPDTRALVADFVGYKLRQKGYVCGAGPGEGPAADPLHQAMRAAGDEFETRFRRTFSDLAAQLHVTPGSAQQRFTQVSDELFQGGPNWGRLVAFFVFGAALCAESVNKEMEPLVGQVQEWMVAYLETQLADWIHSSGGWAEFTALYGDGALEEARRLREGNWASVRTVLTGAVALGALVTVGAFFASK
Bfl-1 Bim block: inhibitors of Bim binding to Bfl-1, primary screen, biochemical, multiplexed, bead-based flow cytometry | inhibition, % at 10 µM | AID 1008, 2008 | Bim-Bfl-1 binding inhibition | 0.12% of 190,000 active;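 also: 0% = wells without compound plus tracer and 100% = blocker peptide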
GSH fluor: compound fluorescence on glutathione beads, profiling panel, artefact control, biophysical, 488/530 nm, flow cytometry | GSH beads flow cytometry, compound fluorescence 488/530 nm; hits give high values | fluorescence (KMESF) at 10 µM | 0.25% of 190,000 active | AID 1776, 2009; in the data active = fluorescence above about 89;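 also: glutathione beads carrying GST-tagged Bcl family fusion proteins plus one bare bead set; values are compound well signal with DMSO vehicle wells as background; inactives centre near 16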
Bim-Bcl-2: inhibitors of Bim-Bcl-2 binding, primary screen, biochemical, multiplexed, human Bcl-2 family | Apoptosis regulator Bcl-2 (Homo sapiens), P10415 | Bead-based flow cytometry, Bim peptide-Bcl-2 binding | inhibition, % at 10 µM | 0.06% of 190,000 active | AID 950, 2007; in the data active = inhibition above about 40%; inconclusive = no clear call, values can overlap the other calls;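 also: 0% = no compound wells with probe peptide and 100% = reference peptide inhibitor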
Bim-Bcl-XL: inhibitors of Bim-Bcl-XL binding, primary screen, biochemical, multiplexed, bead flow cytometry, human Bcl-XL | 0.04% of 190,000 active | inhibition, % at 10 µM | AID 1007, 2008 | Bim peptide-Bcl-XL binding, fluorescence
RGS4-Gao reg: modulators of RGS4 binding to Galphao, primary screen, biochemical, multiplexed bead flow cytometry; 0.33% of 220,000 active; binding response (% of control), % at 10 µM; Guanine nucleotide-binding protein G(o) subunit alpha (Homo sapiens), P09471; actives lie on both sides; in the data active = binding response below about 49% or above about 150%; inactive = in between;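 also: fluorescent Galphao activated with aluminum fluoride binding bead-coupled RGS4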
RGS7-Gao: RGS7-Galphao binding modulators, primary screen, biochemical, multiplexed bead flow cytometry. Guanine nucleotide-binding protein G(o) subunit alpha (Homo sapiens), P09471. actives lie on both sides. binding response (% of control), % at 10 µM. 0.35% of 220,000 active; in the data active = binding response below about 49% or above about 150%; inconclusive = no clear call, values can overlap the other calls; inactive = in between;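 also: fluorescent Galphao held in activated GDP-AlF4 state binding bead-coupled RGS7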
Bim-Bcl-B: inhibitors of Bim-Bcl-B binding, primary screen, biochemical, multiplexed, human Bcl-2 family. 0.073% of 190,000 active. AID 951, 2007. inhibition, % at 10 µM. bead-based flow cytometry, Bim peptide-Bcl-B binding;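 also: 0% = tracer peptide without compound and 100% = reference inhibitor peptide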
Target sequence (Q9HD36 whole entry, looked up): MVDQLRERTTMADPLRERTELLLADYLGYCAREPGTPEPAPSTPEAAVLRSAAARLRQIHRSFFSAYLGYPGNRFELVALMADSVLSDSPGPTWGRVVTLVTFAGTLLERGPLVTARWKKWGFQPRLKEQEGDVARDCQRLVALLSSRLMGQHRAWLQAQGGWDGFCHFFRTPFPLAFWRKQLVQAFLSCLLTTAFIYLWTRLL
An asterisk follows results filed as active. Rule as the data show it, unless noted: active = inhibition above about 40%.

CSc1nc2c(c(=O)n1Cc1ccccc1)SC(C)C2 (stereo not drawn) was read as RGS8-Gao 103, ABCB1 block 0.6, ABCG2 block 3, Bim-Bcl-W -4, Bfl-1 Bim block -4, GSH fluor 6, Bim-Bcl-2 -4, Bim-Bcl-XL -6, RGS4-Gao reg 102, RGS7-Gao 95 and Bim-Bcl-B -4.
For COc1ccc(C2CC(=O)C=C(NNS(=O)(=O)c3ccc(C)cc3)C2)cc1 (stereo not drawn) the results were RGS8-Gao 102, ABCB1 block -0.1, ABCG2 block -1, Bim-Bcl-W -2, Bfl-1 Bim block -8, GSH fluor 13, Bim-Bcl-2 -8, Bim-Bcl-XL -4, RGS4-Gao reg 102, RGS7-Gao 104 and Bim-Bcl-B -4.
CCOc1ccccc1N(CC(=O)Nc1ccccc1C(=O)OC)S(C)(=O)=O was read as RGS8-Gao 104, ABCB1 block 1.4, ABCG2 block 3, Bim-Bcl-W 0, Bfl-1 Bim block -1, GSH fluor 14, Bim-Bcl-2 0, Bim-Bcl-XL 1, RGS4-Gao reg 102, RGS7-Gao 102 and Bim-Bcl-B 0.
`CC(=O)Nc1ccc(OCC(=O)NCCc2ccc(Cl)cc2)cc1` gave RGS8-Gao 101, ABCB1 block -0.8, ABCG2 block 20, Bim-Bcl-W -2, Bfl-1 Bim block -9, GSH fluor 15, Bim-Bcl-2 -2, Bim-Bcl-XL -2, RGS4-Gao reg 98, RGS7-Gao 100 and Bim-Bcl-B -7.
O=C(Nc1ccc(N2CCN(C(=O)c3ccccc3)CC2)c(Cl)c1)c1ccco1 was read as RGS8-Gao 101, ABCB1 block 3.2, ABCG2 block 45, Bim-Bcl-W -5, Bfl-1 Bim block -14, GSH fluor 40, Bim-Bcl-2 -8, Bim-Bcl-XL -7, RGS4-Gao reg 101, RGS7-Gao 101 and Bim-Bcl-B -7.
Screening CCCCOc1ccc(/C=N/NC(=S)Nc2cc(C)ccc2C)cc1 returned RGS8-Gao 98, ABCB1 block 0.3, ABCG2 block 2, Bim-Bcl-W -3, Bfl-1 Bim block -1, GSH fluor 17, Bim-Bcl-2 -2, Bim-Bcl-XL -3, RGS4-Gao reg 100, RGS7-Gao 98 and Bim-Bcl-B -2.
O=S(=O)(c1ccc2c(c1)OCCO2)N1CCN(c2nc(-c3cccnc3)nc3ccccc23)CC1 was read as RGS8-Gao 97, ABCB1 block 4.9, ABCG2 block 3, Bim-Bcl-W 0, Bfl-1 Bim block -4, GSH fluor 14, Bim-Bcl-2 -1, Bim-Bcl-XL 0, RGS4-Gao reg 97, RGS7-Gao inconclusive and Bim-Bcl-B -3.
COc1cc2nc(CN(C)Cc3nc4ccccc4c(=O)[nH]3)[nH]c(=O)c2cc1OC was read as RGS8-Gao 101, ABCB1 block 0.0, ABCG2 block 1, Bim-Bcl-W 3, Bfl-1 Bim block -10, GSH fluor 4, Bim-Bcl-2 1, Bim-Bcl-XL -2, RGS4-Gao reg 102, RGS7-Gao 99 and Bim-Bcl-B -4.
`COC(=O)c1cc(NC(=O)CN(c2ccc(OC)cc2)S(=O)(=O)c2ccc(F)cc2)ccc1Cl` gave ABCB1 block 2.2, ABCG2 block 3, Bim-Bcl-W -2, Bfl-1 Bim block 0, GSH fluor 19, Bim-Bcl-2 -3, Bim-Bcl-XL -5 and Bim-Bcl-B -2.
For COc1ccc(CC2(CO)CCN(Cc3cnn(-c4ccccc4OC)c3)CC2)cc1 the results were RGS8-Gao 103, ABCB1 block 0.0, ABCG2 block -1, Bim-Bcl-W -1, Bfl-1 Bim block -7, GSH fluor 14, Bim-Bcl-2 -4, Bim-Bcl-XL -2, RGS4-Gao reg 99, RGS7-Gao 93 and Bim-Bcl-B -7.
Nc1ccc(/C=C/C(=O)c2ccco2)cc1 was read as RGS8-Gao 81, ABCB1 block -0.5, ABCG2 block -3, Bim-Bcl-W -1, Bfl-1 Bim block -9, GSH fluor 7, Bim-Bcl-2 1, Bim-Bcl-XL -5, RGS4-Gao reg 85, RGS7-Gao 66 and Bim-Bcl-B 11.
Screening Fc1ccccc1-c1nnc2c3ccccc3nc(N3CCOCC3)n12 returned RGS8-Gao 95, ABCB1 block 0.6, ABCG2 block 10, Bim-Bcl-W -2, Bfl-1 Bim block -1, GSH fluor 26, Bim-Bcl-2 -2, Bim-Bcl-XL -1, RGS4-Gao reg 92, RGS7-Gao 93 and Bim-Bcl-B -2.
For CC1Cc2ccccc2N1C(=O)c1cnc2sccn2c1=O (stereo not drawn) the results were RGS8-Gao 99, ABCB1 block -2.4, ABCG2 block -6, Bim-Bcl-W 2, Bfl-1 Bim block -1, GSH fluor 19, Bim-Bcl-2 1, Bim-Bcl-XL -1, RGS4-Gao reg 98, RGS7-Gao 99 and Bim-Bcl-B 0.
For CN(C[C@H](Cc1ccccc1)N(C[C@H](Cc1ccccc1)N(CC1(c2ccccc2)CC1)N=O)N=O)N=O the results were RGS8-Gao 96, ABCB1 block 1.9, ABCG2 block 1, Bim-Bcl-W -3, Bfl-1 Bim block -4, GSH fluor 20, Bim-Bcl-2 1, Bim-Bcl-XL -2, RGS4-Gao reg 96, RGS7-Gao 98 and Bim-Bcl-B -5.
O=c1oc2ccccc2c(N2CCC(c3ccccc3)CC2)c1[N+](=O)[O-] was read as RGS8-Gao 100, ABCB1 block 2.2, ABCG2 block 18, Bim-Bcl-W 0, Bfl-1 Bim block -8, GSH fluor 14, Bim-Bcl-2 -6, Bim-Bcl-XL -3, RGS4-Gao reg 98, RGS7-Gao inconclusive and Bim-Bcl-B -6.

Part of the list above in order of length of the SMILES, largest number first.
`COC(=O)c1cc(NC(=O)CN(c2ccc(OC)cc2)S(=O)(=O)c2ccc(F)cc2)ccc1Cl` gave ABCB1 block 2.2, ABCG2 block 3, Bim-Bcl-W -2, Bfl-1 Bim block 0, GSH fluor 19, Bim-Bcl-2 -3, Bim-Bcl-XL -5 and Bim-Bcl-B -2.
CCOc1ccccc1N(CC(=O)Nc1ccccc1C(=O)OC)S(C)(=O)=O was read as RGS8-Gao 104, ABCB1 block 1.4, ABCG2 block 3, Bim-Bcl-W 0, Bfl-1 Bim block -1, GSH fluor 14, Bim-Bcl-2 0, Bim-Bcl-XL 1, RGS4-Gao reg 102, RGS7-Gao 102 and Bim-Bcl-B 0.
Screening CCCCOc1ccc(/C=N/NC(=S)Nc2cc(C)ccc2C)cc1 returned RGS8-Gao 98, ABCB1 block 0.3, ABCG2 block 2, Bim-Bcl-W -3, Bfl-1 Bim block -1, GSH fluor 17, Bim-Bcl-2 -2, Bim-Bcl-XL -3, RGS4-Gao reg 100, RGS7-Gao 98 and Bim-Bcl-B -2.

(continued)
`CCCC(=O)NC(NC(=S)Nc1c(C)n(C)n(-c2ccccc2)c1=O)C(Cl)(Cl)Cl` (stereo not drawn) gave RGS8-Gao 99, ABCB1 block 0.1, ABCG2 block 0, Bim-Bcl-W -4, Bfl-1 Bim block -13, GSH fluor 34, Bim-Bcl-2 -7, Bim-Bcl-XL -9, RGS4-Gao reg 95, RGS7-Gao 98 and Bim-Bcl-B -10.
For CN1CCCCC1CCN1c2ccccc2Sc2ccc(S(C)=O)cc21 (stereo not drawn) the results were RGS8-Gao 106, ABCG2 block -1, Bim-Bcl-W -3, Bfl-1 Bim block 4, GSH fluor 67, Bim-Bcl-2 -1, Bim-Bcl-XL -2, RGS4-Gao reg 103, RGS7-Gao 104 and Bim-Bcl-B -1.
`COc1ccc(Br)cc1/C=N/NC(=O)c1ccc(OC)c(OC)c1` gave RGS8-Gao 98, ABCB1 block 0.0, ABCG2 block 1, Bim-Bcl-W 0, Bfl-1 Bim block 0, GSH fluor 10, Bim-Bcl-2 -1, Bim-Bcl-XL 0, RGS4-Gao reg 99, RGS7-Gao inconclusive and Bim-Bcl-B 0.
Screening Nc1nc(C23CC4CC(CC(C4)C2)C3)cs1 returned RGS8-Gao 102, ABCB1 block 0.9, ABCG2 block 5, Bim-Bcl-W -4, Bfl-1 Bim block -3, GSH fluor 25, Bim-Bcl-2 -2, Bim-Bcl-XL -5, RGS4-Gao reg 103, RGS7-Gao 102 and Bim-Bcl-B -2.
`Nc1nc(CN2CCN(c3ccccc3)CC2)nc(Nc2ccc(Cl)cc2)n1` gave RGS8-Gao 101, ABCB1 block 0.9, ABCG2 block 12, Bim-Bcl-W -3, Bfl-1 Bim block -5, GSH fluor 19, Bim-Bcl-2 -5, Bim-Bcl-XL -5, RGS4-Gao reg 100, RGS7-Gao inconclusive and Bim-Bcl-B -4.
Cn1ncc(C#N)c1/N=C/N1CCCC1 was read as RGS8-Gao 107, ABCB1 block -0.1, ABCG2 block 0, Bim-Bcl-W 0, Bfl-1 Bim block -13, GSH fluor 28, Bim-Bcl-2 -9, Bim-Bcl-XL -3, RGS4-Gao reg 109, RGS7-Gao 102 and Bim-Bcl-B -10.
Screening CCN(CC)C(=O)CSc1nc2ccccc2c(=O)n1OC returned RGS8-Gao 100, ABCB1 block 1.1, ABCG2 block 6, Bim-Bcl-W 0, Bfl-1 Bim block -11, GSH fluor 59, Bim-Bcl-2 -5, Bim-Bcl-XL 2, RGS4-Gao reg 98, RGS7-Gao 99 and Bim-Bcl-B -9.
Screening O=C(CSc1nnc(Nc2ccccc2)s1)NN1C(=O)NC2(CCCCC2)C1=O returned RGS8-Gao 104, ABCB1 block -0.1, ABCG2 block 2, Bim-Bcl-W -3, Bfl-1 Bim block 0, GSH fluor 9, Bim-Bcl-2 -3, Bim-Bcl-XL -3, RGS4-Gao reg 102, RGS7-Gao 101 and Bim-Bcl-B -7.
For COc1cccc(OC)c1C(=O)NC(=S)Nc1ccc2c(c1)Cc1ccccc1-2 the results were RGS8-Gao 101, ABCB1 block 0.0, ABCG2 block 1, Bim-Bcl-W -1, Bfl-1 Bim block -3, GSH fluor 5, Bim-Bcl-2 -2, Bim-Bcl-XL 0, RGS4-Gao reg 100, RGS7-Gao 100 and Bim-Bcl-B -4.
Screening COc1ccc(NC(=O)CSc2ccc(-c3cccs3)nn2)c(OC)c1 returned RGS8-Gao 103, ABCB1 block 0.4, ABCG2 block 2, Bim-Bcl-W -1, Bfl-1 Bim block -1, GSH fluor 25, Bim-Bcl-2 1, Bim-Bcl-XL -3, RGS4-Gao reg 102, RGS7-Gao 103 and Bim-Bcl-B -2.

Assay outcomes deposited in PubChem BioAssay by NMMLSC.
